From PubChem BioAssay
N370S GC: N370S glucocerebrosidase modulation, Gaucher chaperone candidate; Potency, µM (top dose mostly 59.4 µM), inactives show top-dose activity change, negative = inhibition, usual class: inhibitors; N370S GC spleen homogenate, 4MU-glucoside fluorescence; 330,000 compounds, 0.092% hits; P04062; AID 2101;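 also: 0% = full enzyme activity and -100% = no enzyme basal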
TDP1 inh: blocks human tyrosyl-DNA phosphodiesterase 1; recombinant TDP1, AlphaScreen DNA substrate cleavage; Potency, µM (doses to about 130 µM), inactives show top-dose activity change, negative = inhibition, usual class: inhibitors; 350,000 compounds, 0.28% hits; AID 485290; also: nearly all actives have a fitted effect of over 40% in size
Target sequence (Q9NUW8 whole entry, looked up): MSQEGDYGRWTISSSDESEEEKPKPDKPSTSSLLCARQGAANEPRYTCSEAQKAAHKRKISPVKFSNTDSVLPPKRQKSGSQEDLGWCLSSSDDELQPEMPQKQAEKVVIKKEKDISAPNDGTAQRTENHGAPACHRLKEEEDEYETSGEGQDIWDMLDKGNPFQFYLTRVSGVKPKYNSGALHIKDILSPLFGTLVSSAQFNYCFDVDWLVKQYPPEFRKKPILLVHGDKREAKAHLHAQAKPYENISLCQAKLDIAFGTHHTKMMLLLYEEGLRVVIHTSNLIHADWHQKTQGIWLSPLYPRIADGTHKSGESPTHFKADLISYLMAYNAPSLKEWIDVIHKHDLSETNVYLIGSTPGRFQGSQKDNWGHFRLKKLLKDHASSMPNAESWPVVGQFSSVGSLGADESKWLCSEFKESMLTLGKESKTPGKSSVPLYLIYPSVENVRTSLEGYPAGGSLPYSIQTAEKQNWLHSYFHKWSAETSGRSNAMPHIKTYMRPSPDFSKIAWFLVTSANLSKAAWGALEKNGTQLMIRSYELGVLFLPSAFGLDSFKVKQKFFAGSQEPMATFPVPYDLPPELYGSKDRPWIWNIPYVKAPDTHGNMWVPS
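Signal: AlphaScreen proximity between streptavidin donor and anti-FITC acceptor beads on intact substrate. Reaction: Tdp1 1 nM, substrate 15 nM final, 5 min RT after 15 min compound preincubation.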
FEN1 inhibitor: inhibitors of human flap endonuclease 1; Recombinant FEN1 flap cleavage, fluorescence, 15 min; Potency, µM (series often up to 114 µM), without a hit: at the top dose activity change, negative = inhibition, hits mostly inhibitors; 390,000 compounds, 0.35% hits; also: nearly all actives have a fitted effect of over 65% in size
Target sequence (P39748 whole entry, looked up): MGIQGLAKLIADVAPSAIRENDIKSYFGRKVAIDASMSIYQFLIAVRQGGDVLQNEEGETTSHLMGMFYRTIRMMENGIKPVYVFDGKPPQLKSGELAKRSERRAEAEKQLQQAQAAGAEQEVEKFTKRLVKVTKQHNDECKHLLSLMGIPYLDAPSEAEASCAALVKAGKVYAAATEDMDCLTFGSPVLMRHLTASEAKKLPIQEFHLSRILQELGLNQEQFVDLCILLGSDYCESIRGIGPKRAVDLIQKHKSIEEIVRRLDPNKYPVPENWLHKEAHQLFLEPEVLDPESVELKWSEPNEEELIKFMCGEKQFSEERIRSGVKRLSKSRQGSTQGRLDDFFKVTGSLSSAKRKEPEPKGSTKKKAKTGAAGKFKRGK
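Recombinant FEN1 (10 nM) was preincubated with pin-transferred compounds for 15 min at room temperature, then flap DNA substrate (50 nM final) was added. Plates were read at 0 and 15 min, and normalized concentration–response data were fitted to a four-parameter Hill equation.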
* = called active by the depositor; ? = inconclusive; . = no result given; & = joins results of further samples; [ ] = remark or other dose. Calls follow the shape of the dose curve; as a rule, active = well fitted curve in the direction sought with a large enough effect; inconclusive = small, poorly fitted or top-dose-only effect, or another doubt; inactive = no such curve, though single readings can be large; an effect the other way counts as inactive or inconclusive. Unless noted, % is scaled to controls: 0 for no effect and ±100 for the full control effect; potency is read from the fitted curve at half-maximal effect.

1) COc1ccc(-c2c(-c3cc(OC)cc(OC)c3)n(C)c3ccc(-c4ccc(S(N)(=O)=O)cc4)cc23)cc1
2) COc1ccc(N2CCN(C3CCCN(Cc4ccccc4OCCO)C3)CC2)cc1 (configuration not stated)
3) Cc1ccc(NS(=O)(=O)c2ccc(C)c(C(=O)N3CCOCC3)c2)cc1
4) CNc1nc(NC)nc(-n2c(C(F)(F)F)nc3ccccc32)n1
5) O=S(=O)(NCc1ccccc1)c1cccc(S(=O)(=O)N2CCOCC2)c1
6) C=CCn1c(-c2cccnc2Cl)nc2ccccc21
7) NS(=O)(=O)c1ccc(C(=O)O)cc1
8) COCCn1c(SC(C(=O)Nc2cc(C)ccc2OC)c2ccccc2)nnc1-c1ccc(Cl)cc1 (configuration not stated)
9) CN1CCN(c2nc3c(c(=O)n(C)c(=O)n3C)n2Cc2ccccc2Cl)CC1
10) COc1cc(/C=N/NS(=O)(=O)c2ccc(Br)cc2)ccc1O
Assay by compound | 1 | 2 | 3 | 4 | 5 | 6 | 7 | 8 | 9 | 10
N370S GC | . | 0% | -20% | 25% | 6% | 4% | 9% | 19% | -2% | -13%
TDP1 inh | 3% | . | 6% | 0% | -1% | 6% | 3% | 8% | 6% | 4%[56.1 µM]
FEN1 inhibitor | 14% | 31% | 4% | 3% | 4% | 8% | -9% | -2% | -4% | -11%

11) CCOC(=O)c1c(CN2CCCCC2)oc2ccc(OC)cc12
12) O=C(NCCS(=O)(=O)N1CCN(c2ccccc2F)CC1)c1ccc(F)c(F)c1
13) Cc1nc(NCc2ccccc2)c2nc(-c3ccccc3)n(CCN(C)C)c2n1
14) Cc1nn(-c2ccccc2)c(Cl)c1C(=O)N1CCN(C)CC1
15) COc1ccccc1-c1nnc(NC(=O)C(C)SC2=NCCS2)s1 (configuration not stated)
16) Cn1c(Cc2ccccc2)nnc1SCC(=O)Nc1ccccc1N1CCOCC1
17) C=CC[C@H](CC(=O)N(CCO)Cc1ccccc1)C(=O)N[C@@H](COC(=O)[C@@H](CC=C)CC(=O)OC(C)(C)C)Cc1c[nH]c2ccccc12
18) CC(C)OCCCNc1ncnc2c1nc1n2CCCC1
19) CCOC(=O)Cc1csc(SCC(=O)Nc2cccc(C#N)c2)n1
20) O=C(CCS(=O)(=O)c1cccc2nonc12)N1CCCc2ccccc21
Assay by compound | 11 | 12 | 13 | 14 | 15 | 16 | 17 | 18 | 19 | 20
N370S GC | 2%&-5% | -3% | -14% | 3% | 1% | 3% | . | 0% | 14% | 8%
TDP1 inh | 3%&4% | 0% | 9% | 4% | 5% | 1% | 4% | . | -2% | -2%
FEN1 inhibitor | 0%&7% | 0% | . | -10% | -7% | 0% | 2% | 6% | -17% | -14%

21) COCCCNC(=O)c1ccc(-n2nc(C(F)(F)F)cc2-c2cccs2)cc1
22) CCOc1ccc(NC(=O)NCCCCc2ccccc2)cc1
23) COc1ccccc1C(=O)NCCN1CCN(c2ccccc2)CC1
24) COc1ccccc1C(C)NC(=O)c1cc(S(=O)(=O)N2CCCCC2)ccc1C (configuration not stated)
25) COc1cc(OC)c2c(-c3ccccc3)cc(=O)oc2c1C(CCN1CCOCC1)c1ccc2c(c1)OCO2 (configuration not stated)
26) CCCNc1ccc(-c2nc(-c3ccco3)no2)cc1[N+](=O)[O-]
27) Cc1cc(=O)[nH]c(SCc2nc3ncccn3c2Br)n1
28) CC[n+]1c(C)sc2sc3ccccc3c21
29) Nc1ccc(O)c2c1C(=O)c1ccccc1C2=O
30) CCOc1ccc2c(=O)c(Oc3ccccc3)c(C)oc2c1
Assay by compound | 21 | 22 | 23 | 24 | 25 | 26 | 27 | 28 | 29 | 30
N370S GC | 12% | 8% | -13% | . | ? | . | -13% | -23% | 13% | -14%
TDP1 inh | 0% | 1% | . | -7% | 4%[56.1 µM] | 0% | 5% | 9% | . | 3%
FEN1 inhibitor | -13% | -3% | 16% | -12% | -24% | -14% | -4% | . | 35µM* | -1%

31) O=C(Cc1coc2cc3c(cc12)CCC3)OCc1cc(=O)n2c(n1)sc1ccccc12
32) O=c1/c(=C/c2ccco2)sc2n1CN(c1ccccc1)CN=2
33) O=C(Nc1ccc(Cl)cc1C(F)(F)F)c1ccccc1Cl
34) O=C(NC1CC1)C1CCN(S(=O)(=O)c2cc([N+](=O)[O-])ccc2Cl)CC1
35) O=C(CS(=O)(=O)Cc1ccccc1)Nc1ccc(S(=O)(=O)N2CCOCC2)cc1
36) CCOC(=O)c1cc2sccc2n1CC(=O)C(C)(C)C
37) O=C(CCCOc1ccc(Cl)cc1Cl)Nc1ccccn1
38) CCCc1cc(=O)[nH]c(SCC(=O)NC2CCCc3ccccc32)n1 (configuration not stated)
39) Clc1cc(NC2CCCCC2)ncn1
40) CC(=O)C1=C(O)C(=O)N(Cc2ccccc2)C1c1ccccc1F (configuration not stated)
Assay by compound | 31 | 32 | 33 | 34 | 35 | 36 | 37 | 38 | 39 | 40
N370S GC | 10% | . | 24% | . | -13% | 15% | 9% | 0% | -15% | -3%
TDP1 inh | -12% | -3% | -7% | ? | 3% | 5% | -2% | 1% | . | 0%
FEN1 inhibitor | -1% | -5% | 1% | ? | -1% | 0% | -2% | -4% | -6% | -3%

41) O=C(COc1ccccc1)Nc1nc2cc3c(cc2s1)OCCO3
42) Cc1ccc(CNC(=O)COC(=O)c2cccc(S(=O)(=O)N3CCCCC3)c2)cc1
43) c1ccc(CNc2nc3ccccc3[nH]2)cc1
44) CC1CCCC(NC(=O)c2ccc3c(c2)OCCO3)C1C (configuration not stated)
45) Cc1ccccc1C(=O)N1CCN(c2ccc(NC(=O)c3ccc4c(c3)OCCO4)cc2)CC1
46) O=C(N1CCCCCC1)N1CCN(S(=O)(=O)N2CCOCC2)CC1
47) COC(=O)C1CCN(C(=O)c2ccc3nccnc3c2)CC1
48) Cc1cccc(C)c1-n1nnnc1S(=O)(=O)Cc1ccccc1Cl
49) COC(=O)c1ccc(S(=O)(=O)N2C3CCC2CC(NC(=O)C2CC2)C3)cc1 (configuration not stated)
50) COCCN1Cc2cccc(C(=O)NCc3ccc4c(c3)OCO4)c2C1=O
Assay by compound | 41 | 42 | 43 | 44 | 45 | 46 | 47 | 48 | 49 | 50
N370S GC | -8% | . | 0% | . | -15% | 2% | 1% | 29% | 10% | 8%
TDP1 inh | 1% | -4% | -1% | 0% | 6% | 4% | 4% | -1% | 1% | 3%
FEN1 inhibitor | -1% | 6% | -5% | 13% | 8% | 6% | -3% | -11% | 7% | -4%

51) CCOC(=O)OCC1OC(c2ccccc2)C=CC1Oc1ccc2oc(=O)cc(C)c2c1 (configuration not stated)
52) O=c1cc(N2CCOCC2)[nH]c(=O)n1Cc1ccc(F)cc1
53) CN(c1ccccc1)c1ccc(/C=N/NC(=O)CC#N)cc1
54) Cc1ccc(Cn2c(SCc3ccc(C(=O)N4CCCCCC4)cc3)nc3ccncc32)cc1
55) CCc1ccc(Nc2nnc(SCc3cc(=O)n4ccsc4n3)s2)cc1
56) COCCNC(=O)c1nc2ccccc2s1
57) COc1ccc(C(=O)N[C@H](C(=O)Nc2ccc(S(=O)(=O)N3CCOCC3)cc2)C(C)C)cc1
58) CCC(=O)N1CCc2cc(Br)cc(S(=O)(=O)CCC(=O)NCc3ccccc3OC)c21
59) COc1ccccc1CC(=O)Nc1nc(-c2ccc(F)c(F)c2)cs1
60) O=C(CCCCCN1C(=O)c2ccccc2C1=O)Nc1ccc(C(=O)O)cc1
Assay by compound | 51 | 52 | 53 | 54 | 55 | 56 | 57 | 58 | 59 | 60
N370S GC | 20%[12.8 µM] | 12% | 27% | . | 3% | 11% | -7% | . | 24% | -11%
TDP1 inh | 7%[21 µM] | -10% | -2% | 0% | 1% | 3% | -1% | 3% | 7% | .
FEN1 inhibitor | . | 17% | -13% | -19% | -8% | 0% | -5% | -10% | 0% | -8%

61) CCn1cc(C(=O)N[C@@H](C)C(=O)NCCCn2ccnc2)c(=O)c2cc3c(cc21)OCO3
62) CCOC(=O)C1CCCN(c2nc3ccccc3nc2C(C#N)C(=O)OC(C)COC)C1 (configuration not stated)
63) Cc1ccc(/C=N/NC(=O)c2ccc(Cn3cc([N+](=O)[O-])cn3)o2)cc1
64) COc1ccc(Br)cc1CNc1ccccc1
65) COc1ccc(Nc2nc3ccccc3nc2NS(=O)(=O)c2cccs2)c(OC)c1
66) COc1ccc(-c2nnc3ccc(SCC(=O)NCC4CCCO4)nn23)cc1 (configuration not stated)
67) CCn1c(COc2ccc3c(c2)OCO3)nnc1SCC(=O)c1ccc(Cl)cc1
68) OC(CNCc1ccccc1)Cn1ccc2ccccc21 (configuration not stated)
69) O=C(NCC(=O)N(Cc1ccc(F)cc1)C(C(=O)NCC1CCCO1)c1ccccc1)c1ccco1 (configuration not stated)
70) CC(C)(C)c1cc(C(=O)O)c(CN2CCCCC2)o1
Assay by compound | 61 | 62 | 63 | 64 | 65 | 66 | 67 | 68 | 69 | 70
N370S GC | 1% | -1% | ? | -10% | 4% | -4% | -16% | -9% | -6% | -11%
TDP1 inh | 3% | 0% | 1% | 3% | 0% | -3% | -2% | 0% | . | 4%
FEN1 inhibitor | 3% | -11% | 1% | ? | -5% | -4% | 9% | -12% | 8% | -3%

71) COC(=O)c1cccc(NC(=S)NCCC2=CCCCC2)c1
72) Cc1ccc(N(CC(=O)N/N=C/c2cccs2)S(C)(=O)=O)cc1Cl
73) COc1ccc(Cl)cc1C(=O)NNC(=O)c1nn(C)c(=O)c2ccccc12
74) CCCOc1cc(C)nc(-c2ccccc2O)n1
75) Cc1ccc(SCCC(=O)NNC(=O)c2ccccc2F)cc1
76) O=C(Nc1nc2ccc(F)cc2s1)c1nc(SCc2ccccc2F)ncc1Cl
77) CN(C(=O)c1nn(C)c2c1CSc1ccccc1-2)c1ccccc1Cl
78) CC(C)(O)CCC(C)(C)O
79) O/N=C/c1ccccc1OCc1ccccc1F
80) CC(C)N(C(=O)[C@H]1C[C@H](CC(=O)NCc2ccco2)C(=O)N2CCc3c([nH]c4cc(CCC(=O)N(C)C)ccc34)[C@]12C)C(C)C
81) CCOc1ccc(C(=O)Nc2ccc(S(=O)(=O)Nc3nc(C)cc(C)n3)cc2)cc1OC
Assay by compound | 71 | 72 | 73 | 74 | 75 | 76 | 77 | 78 | 79 | 80 | 81
N370S GC | . | . | . | -5% | . | . | -2% | -10% | 4% | . | .
TDP1 inh | 5% | -1% | 1% | ? | 1% | 0% | 1% | 0%&7% | 4% | 1%[56.1 µM] | -2%
FEN1 inhibitor | -11% | 1% | -5% | -6% | 0% | -2% | -20% | -1% | 7% | 3% | -2%

Some of the entries so far, with tabs.
No.	compound	N370S GC	TDP1 inh	FEN1 inhibitor
65	COc1ccc(Nc2nc3ccccc3nc2NS(=O)(=O)c2cccs2)c(OC)c1	4%	0%	-5%
66	COc1ccc(-c2nnc3ccc(SCC(=O)NCC4CCCO4)nn23)cc1 (configuration not stated)	-4%	-3%	-4%
67	CCn1c(COc2ccc3c(c2)OCO3)nnc1SCC(=O)c1ccc(Cl)cc1	-16%	-2%	9%
68	OC(CNCc1ccccc1)Cn1ccc2ccccc21 (configuration not stated)	-9%	0%	-12%
69	O=C(NCC(=O)N(Cc1ccc(F)cc1)C(C(=O)NCC1CCCO1)c1ccccc1)c1ccco1 (configuration not stated)	-6%	.	8%
70	CC(C)(C)c1cc(C(=O)O)c(CN2CCCCC2)o1	-11%	4%	-3%
71	COC(=O)c1cccc(NC(=S)NCCC2=CCCCC2)c1	.	5%	-11%
72	Cc1ccc(N(CC(=O)N/N=C/c2cccs2)S(C)(=O)=O)cc1Cl	.	-1%	1%
73	COc1ccc(Cl)cc1C(=O)NNC(=O)c1nn(C)c(=O)c2ccccc12	.	1%	-5%
74	CCCOc1cc(C)nc(-c2ccccc2O)n1	-5%	?	-6%
75	Cc1ccc(SCCC(=O)NNC(=O)c2ccccc2F)cc1	.	1%	0%
76	O=C(Nc1nc2ccc(F)cc2s1)c1nc(SCc2ccccc2F)ncc1Cl	.	0%	-2%
77	CN(C(=O)c1nn(C)c2c1CSc1ccccc1-2)c1ccccc1Cl	-2%	1%	-20%
78	CC(C)(O)CCC(C)(C)O	-10%	0%&7%	-1%
79	O/N=C/c1ccccc1OCc1ccccc1F	4%	4%	7%
80	CC(C)N(C(=O)[C@H]1C[C@H](CC(=O)NCc2ccco2)C(=O)N2CCc3c([nH]c4cc(CCC(=O)N(C)C)ccc34)[C@]12C)C(C)C	.	1%[56.1 µM]	3%
81	CCOc1ccc(C(=O)Nc2ccc(S(=O)(=O)Nc3nc(C)cc(C)n3)cc2)cc1OC	.	-2%	-2%
